Source: PubChem (National Center for Advancing Translational Sciences (NCATS))
Abeta yeast res: A-beta toxicity reversal in yeast. yeast expressing A-beta42, growth rescue, OD600, 48 h; response scale: 0% DMSO, 100% iron-clioquinol control. hit rate 0.063% among 410,000. AID 1347071. Potency, µM (titrated, usually from 46.1 µM), inactives show at the top dose growth rescue, most hits filed as activators; further: potency means the concentration at half of the fitted maximal effect; nearly all actives have a fitted effect of over 55% in size
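Yeast A-beta toxicity model in growth medium with pinned compounds, 48 h at 30 C; growth read as absorbance at 600 nm. Normalized to FeCl3/clioquinol equimolar mix (positive) and DMSO (negative).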
aSyn rescue: alpha-synuclein toxicity inhibition in yeast; Yeast expressing alpha-synuclein, growth rescue, BacTiter-Glo, 24 h; hit rate 0.14% among 370,000; AID 652106; Potency, µM (highest dose often 46.1 µM), for inactives: top-dose growth rescue (activation), usual class: activators; further: potency means the concentration at half of the fitted maximal effect; % of control where 0% means no effect; nearly all actives have a fitted effect of over 65% in size
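Rescue of yeast growth: cells expressing toxic alpha-synuclein, induced in galactose at OD600 0.02, incubated with compound 24 h at 30 C. ATP luminescence quantified growth; inhibitors of toxicity appear as activators.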
DRD3 antagonist: D3 dopamine receptor (human) antagonism | max response, negative = inhibition, % | D3R cells, DiscoveRx beta-arrestin luminescence, antagonist mode; hits give low values | P35462 | hit rate 2.5% among 360,000 | AID 652054; in the data active means max response below about -50%; inconclusive means no clear call, values can overlap the other calls; further: on the % scale 0 is the no-effect control and ±100 the full control effect; mostly tested at two doses, the higher about 12 µM
Target sequence (P35462 whole entry, looked up): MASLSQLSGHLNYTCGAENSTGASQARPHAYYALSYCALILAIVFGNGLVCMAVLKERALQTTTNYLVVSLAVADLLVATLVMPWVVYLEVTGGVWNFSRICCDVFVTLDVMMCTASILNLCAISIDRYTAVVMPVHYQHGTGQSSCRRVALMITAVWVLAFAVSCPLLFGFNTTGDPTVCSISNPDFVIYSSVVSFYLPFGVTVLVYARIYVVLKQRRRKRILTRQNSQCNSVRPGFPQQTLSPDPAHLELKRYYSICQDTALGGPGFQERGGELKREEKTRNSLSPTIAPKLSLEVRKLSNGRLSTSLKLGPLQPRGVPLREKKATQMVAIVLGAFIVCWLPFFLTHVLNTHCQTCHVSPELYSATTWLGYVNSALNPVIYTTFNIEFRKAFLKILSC
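Cells plated overnight at 1500 cells/well, then exposed to library compounds with dopamine controls for 90 minutes at 37 degrees C. DiscoveRx reagent added for 30–60 minutes at room temperature; luminescence read, quantitative HTS format.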
FUS yeast rescue: rescues growth of FUS-expressing yeast; S. cerevisiae FUS-expressing, growth rescue, OD600, 24 h; hit rate 0.24% among 390,000; Potency, µM (doses to about 76.6 µM), for the others: at the top dose growth rescue (activation), usual class: activators;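 further: potency means the concentration at half of the fitted maximal effect; plate controls were DMSO vehicle for no effect and reference control for full effect; nearly all actives have a fitted effect of over 55% in size; some results filed as inactive show a strong effect at the top dose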
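Toxicity suppression screen in FUS-yeast. Cells induced with 2% galactose, starting OD 0.005, treated 24hr at 30C with compounds at multiple final concentrations; growth by OD600.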
D3 ag: D3 dopamine receptor (human) agonism | D3R DiscoveRx beta-arrestin cells, luminescence, 90 min | hit rate 0.58% among 410,000 | max activation, % | P35462; in the data active means max activation above about 30%; further: 0% is about no effect; mostly tested at two doses, the higher about 12 µM
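Agonist-mode cell screen: cells plated at 1500/well and incubated overnight at 37 °C, then exposed to library compounds for 90 min at 37 °C. Detection reagent was added for 30–60 min at room temperature, and luminescence was read.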
EPAC2 agonist: activates human EPAC2 exchange factor; Q8WZA2; EPAC2 activation, biochemical qHTS; response scale: 100% = 6.5 mM cAMP response; Potency, µM (top dose mostly 154 µM), for inactives: at the highest dose activation, actives largely listed as activators; hit rate 0.079% among 360,000; AID 720711; further: potency means the concentration at half of the fitted maximal effect; nearly all actives have a fitted effect of over 50% in size
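Exchange assay: 100 nM EPAC2 with 250 nM Rap1B-BODIPY-GDP and 50 uM GDP. Fluorescence (ex 480/em 540 nm) read every 5 min for 30 min at room temperature. Data normalized to 6.5 mM cAMP as agonist control.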
EPAC2 antag: antagonists of human EPAC2 | EPAC2 GEF exchange of Rap1B-BODIPY-GDP, fluorescence | Q8WZA2 | hit rate 0.18% among 360,000 | Potency, µM (doses to about 114 µM), for the others: at the top dose activity, negative = inhibition, hits mostly inhibitors; further: potency means the concentration at half of the fitted maximal effect; on the % scale 0 is the no-effect control and ±100 the full control effect; nearly all actives have a fitted effect of over 45% in size; many of its hits are not listed in these tables
TDP-43 yeast inh: TDP-43 toxicity inhibition in yeast | TDP-43 expressing yeast growth rescue, BacTiter-Glo, 24 h | Potency, µM (series often up to 46.1 µM), without a hit: at the top dose growth rescue (activation), most hits filed as activators | hit rate 1.8% among 410,000; further: potency means the concentration at half of the fitted maximal effect; % of control where 0% means no effect; nearly all actives have a fitted effect of over 50% in size
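Cell-based yeast growth screen: TDP-43 expression induced in galactose, inoculum OD600=0.02 after raffinose pregrowth to mid-log. Read-out BacTiter-Glo luminescence at 24 hr, 30 deg C; inhibition of toxicity seen as signal increase.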
Numbers without * were called inactive; ? = inconclusive; . = not tested or not shown; & = joins results of further samples; [ ] = dose if it differs, or a comment. Unless noted, the call rests on the fitted dose curve; in most records, active means well fitted curve in the direction sought with a large enough effect; inconclusive means small, poorly fitted or top-dose-only effect, or another doubt; inactive means no such curve, though single readings can be large; an effect the other way counts as inactive or inconclusive.

SMILES	Abeta yeast res	aSyn rescue	DRD3 antagonist	FUS yeast rescue	D3 ag	EPAC2 agonist	EPAC2 antag	TDP-43 yeast inh
O=C(CCN1C(=O)C2C3CCC(C3)C2C1=O)Nc1cccc(Cl)c1 (stereo not given)	-7.9%	-3.1%	-6.1	.	1.4	8.9%	-4.0%	3.2%
CC(C)Cc1nnc(NS(=O)(=O)c2ccc([N+](=O)[O-])cc2)s1	12.6%	-1.9%	-5.9	10.9%	-8.2	6.7%	-0.3%	-22.2%
COc1ccc(N(CC(=O)N2CCc3ccccc32)S(=O)(=O)c2c(C)nn(C)c2C)cc1	6.4%	-1.5%	14.9	-13.4%	-2.2	7.6%	-23.1%	0.0%
CSc1ccc(CN2CCC2(C)C(=O)Nc2cnc3ccccc3c2)cc1 (stereo not given)	-3.2%	-0.2%	0.0	-12.7%	-3.7	13.1%	-2.4%	-5.6%
COC(=O)c1cc2sc(Cl)cc2n1CC(=O)NCC1CCCO1 (stereo not given)	-7.1%	-0.2%	-5.4	7.1%	0.3	1.8%	1.2%	20.2%
N/C(=N\OC(=O)c1cc(Br)ccc1Cl)c1cccnc1	-13.4%	-6.5%	2.8	7.7%	-1.5	11.9%	-2.3%	-7.2%[9.22 µM]
CCOc1ccccc1NC(=O)COC(=O)C1CC(=O)N(c2c(C)cccc2C)C1 (stereo not given)	-5.4%	12.1%	-10.1	-7.1%	-12.8	1.0%	7.8%	-11.6%
CCOC(=O)C(C)Sc1nnc(-c2c[nH]c3ccccc23)n1C (stereo not given)	1.2%	3.1%	25.6	-17.3%	1.1	10.3%	-7.0%	19.9%
C=CCn1c(SCC(=O)NC(=O)c2cccc([N+](=O)[O-])c2)nnc1-c1ccccc1F	-2.6%	-5.2%	-17.0	-20.8%	-9.5	2.1%	0.5%	8.2%
COc1ccc(OC)c(C(C)NC=O)c1 (stereo not given)	-7.2%	-0.3%	-3.4	0.0%	-0.3	8.4%	-2.9%	-10.0%
O=c1[nH]c(NCc2ccccc2)nc2c1CCCC2	-8.4%	-3.9%	2.9	-13.4%	0.2	7.8%	-7.2%	-5.4%
COc1cccc(C(C)NC(=O)C2CCCO2)c1 (stereo not given)	-9.4%	1.6%	-14.4	7.2%	-6.6	4.8%	4.5%	-22.2%
COc1ccccc1NC(=O)C1=C(C)Nc2nc(SCc3ccccc3F)nn2C1c1ccncc1 (stereo not given)	-17.9%	.	.	0.5%	-10.6	.	.	1.7%
CCCCc1cc(=O)oc2cc(OCC(=O)N[C@@H](Cc3ccccc3)C(=O)O)ccc12	-10.9%	8.3%	8.5	9.7%	-14.3	0.4%	0.1%	16.7%
Cc1c(Cl)cnc(NC(=O)COC(=O)[C@H](C)NC(=O)c2ccccc2)c1Cl	-22.7%	-2.4%	-2.8	2.0%	-3.2	2.0%	22.3%	-5.3%
CCOc1ccc(NC(=O)COC(=O)Cn2cnnn2)cc1OCC	-10.9%	2.2%	-24.3	24.0%	0.0	3.8%	11.8%	-19.9%
Cc1ccc(-n2c(N)c(C(=O)Nc3c(C)n(C)n(-c4ccccc4)c3=O)c3nc4ccccc4nc32)cc1	-8.7%	-22.1%	-29.5	39.0%	-48.2	3.2%	-16.5%	-25.2%
CC(C)CCNC(=O)C(c1ccco1)N(Cc1cccs1)C(=O)Cn1nnc2ccccc21 (stereo not given)	-6.9%	1.8%	-2.4	.	-6.5	2.7%	-11.6%	2.9%
CCCNC(=O)c1ccc(S(N)(=O)=O)cc1	-7.9%	-5.5%	-19.1	14.5%	-7.3	3.2%	4.5%	-17.2%
CCOCCn1ccc2c(OCC(=O)Nc3cc(OC)ccc3OC)cccc2c1=O	-2.4%	0.5%	77.5	21.9%	0.9	0.1%	-2.7%	25.2%
O=C(Nc1ccccc1-c1nnn(CC(=O)N2CCc3ccccc3C2)n1)C1CCC1	-3.0%	-6.3%	-26.5	13.6%	2.4	10.6%	5.9%	4.0%
Cc1cc2c(c(=O)o1)C(c1ccc([N+](=O)[O-])o1)C(C#N)=C(N)O2 (stereo not given)	10.4%	-4.8%	-8.9	10.4%	10.0	6.3%	1.2%	-10.8%
NNc1nc(-c2ccccc2)nc2sc3c(c12)CCCC3	-11.3%	-4.2%	-13.1	18.7%	-6.9	-7.8%	1.5%	-3.5%
O=C(/C=C/c1ccccc1)NCC(=O)N/N=C\c1cccnc1	-9.1%	1.7%	12.6	-23.5%	3.9	15.8%	3.8%[57.1 µM]	8.8%
COc1ccc(Cc2nnc(SCC(=O)Nc3ccccc3C)n(N)c2=O)cc1	9.9%	-11.3%	-5.9	9.1%	-9.7	-10.5%	1.8%	3.9%

Retrieved by compound from the list above (4):
SMILES	Abeta yeast res	aSyn rescue	DRD3 antagonist	FUS yeast rescue	D3 ag	EPAC2 agonist	EPAC2 antag	TDP-43 yeast inh
CC(C)Cc1nnc(NS(=O)(=O)c2ccc([N+](=O)[O-])cc2)s1	12.6%	-1.9%	-5.9	10.9%	-8.2	6.7%	-0.3%	-22.2%
CCCNC(=O)c1ccc(S(N)(=O)=O)cc1	-7.9%	-5.5%	-19.1	14.5%	-7.3	3.2%	4.5%	-17.2%
COC(=O)c1cc2sc(Cl)cc2n1CC(=O)NCC1CCCO1 (stereo not given)	-7.1%	-0.2%	-5.4	7.1%	0.3	1.8%	1.2%	20.2%
O=c1[nH]c(NCc2ccccc2)nc2c1CCCC2	-8.4%	-3.9%	2.9	-13.4%	0.2	7.8%	-7.2%	-5.4%

Some of the entries above, reformatted:
Values run as follows: Abeta yeast res	aSyn rescue	DRD3 antagonist	FUS yeast rescue	D3 ag	EPAC2 agonist	EPAC2 antag	TDP-43 yeast inh
NNc1nc(-c2ccccc2)nc2sc3c(c12)CCCC3
 : -11.3%	-4.2%	-13.1	18.7%	-6.9	-7.8%	1.5%	-3.5%
O=C(/C=C/c1ccccc1)NCC(=O)N/N=C\c1cccnc1
 : -9.1%	1.7%	12.6	-23.5%	3.9	15.8%	3.8%[57.1 µM]	8.8%
COc1ccc(Cc2nnc(SCC(=O)Nc3ccccc3C)n(N)c2=O)cc1
 : 9.9%	-11.3%	-5.9	9.1%	-9.7	-10.5%	1.8%	3.9%

Next section:
SMILES	Abeta yeast res	aSyn rescue	DRD3 antagonist	FUS yeast rescue	D3 ag	EPAC2 agonist	EPAC2 antag	TDP-43 yeast inh
O=C(CCN1C(=O)S/C(=C\c2ccc(Cl)cc2)C1=O)Nc1ccc(C(=O)O)cc1	2.0%	-5.4%	-8.9	2.5%	-0.8	5.2%	1.7%	-12.2%
S=C(NC1CCCCC1)NN1CCCCCC1	26.0%	-8.0%	-19.6	11.9%	-2.3	3.6%	-6.5%	?
CCOC(=O)c1cccc(NC(=O)CCn2c(=O)oc3ccccc32)c1	10.9%&3.7%	2.5%	4.4	10.1%&0.4%	2.8&5.8	8.2%	-6.3%	-2.0%
O=C(COC(=O)c1nc(Cl)ccc1Cl)Nc1ccc(Cl)cn1	16.3%	2.6%	2.4	2.9%	3.4	0.9%	-3.0%	0.0%
NC(=O)C1CCN(Cc2nc3ccccc3c(=O)[nH]2)CC1	-14.9%	1.7%	3.7	5.3%	-1.2	5.0%	-0.9%	-7.2%
CC(Oc1cccc(F)c1)c1ccnc2nc(/N=C/N(C)C)nn12 (stereo not given)	-11.3%	2.6%	5.5	-6.9%	-6.0	-1.1%	9.5%	-9.9%
CC(=O)NC(=S)Nc1ccc([N+](=O)[O-])cc1C	10.3%	-4.2%	-17.6	-45.3%	-7.1	6.2%	-2.4%	17.1%
O=[N+]([O-])c1cccc(NC(=S)N2CCN(S(=O)(=O)c3ccccc3)CC2)c1	-0.8%	-1.0%	-22.3	.	-26.6	5.1%	4.2%	19.9%
[2H]c1c([2H])c([2H])c(-c2nc(N3CCCCCC3)sc2C(=O)c2ccccc2)c([2H])c1[2H]	4.3%	0.2%	13.4	11.9%	-1.9	10.9%	-5.3%	29.2%
CC(C)NC(=O)C1(C)CCN1C(=O)c1cccc(Cl)c1 (stereo not given)	6.2%	5.9%	4.9	-22.8%	4.6	4.3%	1.6%	27.5%
Cc1cc(N)n2nc(-c3ccccc3)c(-c3ccccc3)c2n1	-0.4%	-37.0%[inhibitor]	1.2	-7.9%	-3.6	4.3%	1.4%	13.6%
Cc1ccccc1NC(=O)CSc1nc(-c2ccccc2)cc(=O)[nH]1	6.8%	-0.6%	8.9	-28.3%	-0.3	2.8%	12.4%	21.4%
CC(c1ccc(Cl)cc1)n1c(-c2ccc3ccccc3n2)n[nH]c1=S (stereo not given)	0.6%	-16.1%	0.7	0.2%	-6.9	24.8%	-20.4%	0.9%
O=C(Nc1ccccc1)Nc1cc(Cl)cc(Cl)c1	-7.4%	-17.7%	-3.5	6.1%	-5.4	0.0%[15.6 µM]	0.0%	-10.4%
Cc1noc(NS(=O)(=O)c2ccc(N/C=C/C(=O)c3ccncc3)cc2)c1C	-5.2%	13.4%	-16.5	66.2%	-20.8	14.0%	-8.4%	-13.0%
Brc1ccc(CSc2ccc3nnc(-c4ccccn4)n3n2)cc1	-14.6%	-0.1%	4.4	8.3%	3.0	-8.0%	-21.1%	?
CC(c1ccon1)N(C)Cc1cn(C)nc1-c1cccc(Cl)c1 (stereo not given)	-13.4%	-0.9%	-6.8	12.4%	-8.8	-0.6%	?	-28.4%
CC(=O)c1ccc(N2CCN(C(=O)c3cc4c(-c5ccccc5F)nn(C)c4s3)CC2)cc1	-15.3%	10.6%	19.5	?	5.0	?	2.3%	0.0%
COc1ccc(C(=O)N/C(=C/c2cccs2)C(=O)NN)cc1OC	-0.1%	0.1%	-18.5	26.5%	-16.4	14.9%	2.8%	-3.1%
CCOC(=O)N1CCN(C(=O)/C=C/c2cccc([N+](=O)[O-])c2)CC1	-3.8%	0.6%	-7.9	-13.8%	-5.9	1.8%	2.8%	15.6%
COc1cc(OC)c(NC(=O)c2ccoc2C)cc1Cl	-1.4%	-3.5%	2.3	9.9%	0.9	10.1%	-2.2%	16.6%

Some of the compounds tested, so the mix of outcomes need not match the whole.
